PglD inh – PglD (C. jejuni) enzyme inhibition | purified PglD enzyme, DTNB colorimetric CoA detection | inhibition, % at 12.5 µM | 0.098% of 360,000 active; in the data active = inhibition above about 16%, passing the limit was not always enough; inconclusive = no clear call, values can overlap the other calls; note: strong numbers were not always called active
Cneo AK release – causes C. neoformans cell lysis. adenylate kinase release luminescence, 4 h; normalised: neutral wells 0, clomiphene wells 100. lysis activity, % at 15 µM. 0.2% of 360,000 active. AID 651654;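 active = mean lysis activity across replicates of at least 80%, whatever share of replicates individually reach that level; inactive = mean lysis activity below 80%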
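Material – log-phase Cryptococcus neoformans yeast cells · Input – 5 × 10^6 yeast cells/mL · Medium – fresh YPD growth medium · Doses – single compound concentration per well · Timing – static 4 h at 37 °C with compound, 1 h detection · Detection – adenylate kinase release luminescence · Read-out – signal increase indicating cell lysis · Control set – Clomiphene as positive lysis control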
INS-1E GSIS act – GLuc luminescence reporter in INS-1E cells, primary screen for activators of glucose-dependent secretion of insulin; 0.61% of 370,000 active; activation, % at 16.6 µM; INS-1E GLuc reporter insulin secretion, 2-3 h;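 active = lowest replicate activation of at least 40%, so every replicate reaches that level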;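 note: 0% = median of neutral control wells and 100% = median of IBMX positive control wells; some compounds called inactive have numbers as strong as hits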
C2C12 statin – suppression of simvastatin myotoxicity; C2C12 myotubes + simvastatin, ATP luminescence, 48 h; scaled: DMSO 0, geranylgeraniol control 100; 0.78% of 330,000 active; rescue of ATP level, % at 7.49 µM;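 active = mean ATP rescue above about 67%, or every replicate alone reaching that limit, limit read from the data, passing the limit was not always enough; inconclusive = no clear call, values can overlap the other calls; inactive = mean under the limit and some replicate under it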;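 note: myotubes were challenged with 10 µM simvastatin during compound exposure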
PGC1a acetyl inh – lowers PGC1a acetylation signal in U2OS cells. AlphaScreen anti-acetyl-lysine; with virally co-expressed GCN5 acetyltransferase. inhibition, % at 15.6 µM. 0.17% of 350,000 active;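 active = every replicate shows inhibition of at least 40%; inconclusive = mean inhibition at least 40% but some replicate below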;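 note: 0% = neutral control wells and 100% = positive control wells; some results beyond the cut were filed as inactive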
PAX8 inh HTS – inhibitors of PAX8 transcriptional activity in RMG-I cells; RMG-I TPO-luciferase reporter, SteadyGlo, 24 h; inhibition, % at 12.6 µM; 1.2% of 360,000 active;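 active = mean replicate inhibition at least 60% with every replicate also reaching 60%; inconclusive = only one of the two criteria is met; inactive = mean below 60% and not all replicates reaching 60%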;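 note: luciferase light reporting Pax8 driven TPO promoter activity; plate controls were median of neutral control wells for no effect and mitoxantrone controls for full effect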
ARNT TACC3 PPI – ARNT/TACC3 interaction disruption; AID 623870; AlphaScreen His-ARNT PAS-B/GST-TACC3 binding, luminescence; TACC3 fragment carries E629A point mutation; inhibition, % at 9.99 µM; Q9Y6A5; 0.66% of 390,000 active;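 active = mean inhibition of replicates at least 50% and at least half of replicates each reaching 50%; inconclusive = half or more replicates reach 50% but mean below 50%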;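 note: 0% = complete ARNT plus TACC3 wells and 100% = ARNT alone without TACC3; many hits fall short of the cut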
LGR2 antag – inhibitors of bursicon-induced Drosophila LGR2 receptor cAMP signaling | HEK293 LGR2, CRE-luciferase, bursicon-stimulated, 4 h | inhibition, % at 9.99 µM | 0.35% of 380,000 active;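 active = drop in luminescence signal, shown as inhibition above about 50% in the replicate tests, limit read from the data, passing the limit was not always enough; inconclusive = probably only some replicates passing the limit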;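 note: agonist challenge used bursicon conditioned medium at about half maximal strength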
Starred values were filed as active, the others as inactive; ? = inconclusive; . = no result given; & = joins results of further samples. Compounds as they come; any-hit rate near 2.9%.

canonical_smiles,PGC1a acetyl inh,C2C12 statin,PglD inh,Cneo AK release,LGR2 antag,ARNT TACC3 PPI,INS-1E GSIS act,PAX8 inh HTS
CCOc1ccccc1C(=O)Nc1cc(OC)ccc1OC,-4,.,4,-3,-1,-23,19,.
CN1CCN(c2nc3c(c(=O)[nH]c(=O)n3C)n2Cc2ccccc2F)CC1,15,2,-5,-5,.,-6,.,.
COc1cccc(-c2nc(COc3ccc(Cl)cc3Cl)no2)c1,-2,9,.,.,-36,-1,4,-20
COc1cccc(CNC(=O)CCCc2c[nH]c3ccccc23)c1,.,9,1,0,-2,-1,-16,-10
COC(=O)c1cc(NC(=O)Nc2ccccc2)ccc1Cl,4,.,4,-1,-28,-13,-29,28
Cc1nc(-c2ccc(C(=O)Nc3cc(S(N)(=O)=O)ccc3C)cc2)cs1,.,-1,10,-3,-4,-4,7,18
O=C(OCCN=C1NS(=O)(=O)c2ccccc21)c1ccncc1,-1,1,5,2,11,1,20,.
COc1cc(/C=C/C(=O)c2ccc(NS(=O)(=O)c3ccc(C)cc3)cc2)ccc1OC(F)F,16,19,-12,2,-8,2,-6,22
CNC[C@@H]1Oc2c(NS(=O)(=O)c3c(C)noc3C)cccc2C(=O)N([C@H](C)CO)C[C@H]1C,9,.,.,.,-9,.,8,7
CC(C)(C)OC(=O)N1CCCC(C(=O)Nc2ccc(C(=O)N3CCOCC3)cc2)C1 (configuration not stated),.,-4,-4,12,-6,-3,-1,12
COc1ccc(CCNC(=S)NC(=O)c2cc(OC)c(OC)c(OC)c2)cc1OC,.,.,.,.,-11,0,31,-30
COc1ccc(C)cc1NC(=O)c1sc2nc(C)nc(N3CCOCC3)c2c1C,2,-4,-4,-1,8,-1,2,-15
CO[C@H]1CN(C)C(=O)c2cc(NC(=O)C3CCC3)ccc2OC[C@@H](C)N(Cc2nccs2)C[C@@H]1C,.,1,-1,-2,5,-8,18,-3
Cc1nc2oc3ccccc3c(=O)c2cc1C(=O)O,6,-2,0,0,10,3,18,-5
CCOC(=O)C1=C(COC(=O)C(CC)c2ccccc2)NC(=O)NC1C (configuration not stated),2,-6,5,5,-2,12,27,3
Cc1cc(C(F)(F)F)n(-c2nc(C(=O)N/N=C/c3ccc(F)cc3)cs2)n1,.,-116,-3,-2,.,-1,.,5
COc1ccccc1NC(=O)C1=C(C)Nc2nc(-c3ccccc3)nn2C1c1ccccn1 (configuration not stated),7,13,6,-1,.,1,.,.
OC[C@H]1[C@@H](c2ccc(C#CC3(O)CCCC3)cc2)[C@H]2CN(Cc3cncnc3)CCCCN21,-2,12,-2,1,-15,0,2,12
COc1ccccc1-c1cn(CC[C@@H]2CC[C@H](NC(=O)C3CCOCC3)[C@H](CO)O2)nn1,-5,-8,2,-1,-2,-26,10,5
CCN1CCN(CCNC(=O)Cn2c(=O)c3cccn3c3ccc(F)cc32)CC1,-8,-25,-5,0,0,-5,6,-23
Cc1ccc(N2CC(O)Cn3c2nc2c3c(=O)[nH]c(=O)n2C)cc1 (configuration not stated),36,2,-6,1,-11,-12,-7,-7
Cc1ccc(S(=O)(=O)NC(=O)NCc2ccc3c(c2)OCO3)cc1,7,-1,-2,-2,.,-7,.,-3
Cc1cc(C)c2cc(CN(CCCO)S(=O)(=O)c3ccccc3F)c(=O)[nH]c2c1,.,-13,-5,2,6,0,1,5
N=c1ncn(C2OC(CO)C(O)C2O)c2nc(Br)[nH]c12 (configuration not stated),7,1,0,-1,-17,.,24,-7

Some values from the entries so far:
PglD inh, `O=C(OCCN=C1NS(=O)(=O)c2ccccc21)c1ccncc1` : 5
Cneo AK release, `COc1ccccc1-c1cn(CC[C@@H]2CC[C@H](NC(=O)C3CCOCC3)[C@H](CO)O2)nn1` : -1
PGC1a acetyl inh, `COc1ccc(C)cc1NC(=O)c1sc2nc(C)nc(N3CCOCC3)c2c1C` : 2
C2C12 statin, `Cc1cc(C)c2cc(CN(CCCO)S(=O)(=O)c3ccccc3F)c(=O)[nH]c2c1` : -13
LGR2 antag, `Cc1nc(-c2ccc(C(=O)Nc3cc(S(N)(=O)=O)ccc3C)cc2)cs1` : -4
PAX8 inh HTS, `CCN1CCN(CCNC(=O)Cn2c(=O)c3cccn3c3ccc(F)cc32)CC1` : -23

Next results.
canonical_smiles,PGC1a acetyl inh,C2C12 statin,PglD inh,Cneo AK release,LGR2 antag,ARNT TACC3 PPI,INS-1E GSIS act,PAX8 inh HTS
COC(=O)[C@H]1[C@H](CO)[C@H]2Cn3c(ccc(-c4cccnc4)c3=O)[C@H]2N1Cc1ccccc1F,.,-3,-1,0,-5,-8,8,-20
COc1ccccc1-c1sc2cc3c(cc2c1C#CC1(O)CCCCC1)OCO3,.,-8,-1,-2,18,1,3,16
CO[C@@H]1CN(C)C(=O)c2cc(NC(C)=O)ccc2OC[C@@H](C)N(C(=O)Cc2ccccn2)C[C@H]1C,1,-6,-3,-3,-11,-4,5,-19
NC(=O)c1ccccc1NC(=O)CN1CCN(Cc2ccc(Cl)cc2Cl)CC1,2,-5,1,0,9,-4,-8,22
CN(C(=O)COC(=O)c1cc(NS(=O)(=O)c2cc([N+](=O)[O-])ccc2Cl)ccc1O)C1CCCCC1,.,7,.,.,-19,1,-25,27
C[C@H](CO)N1C[C@H](C)[C@@H](CN(C)Cc2ccc(C(F)(F)F)cc2)OCCCC[C@H](C)Oc2ccc(NC(=O)Nc3ccc4c(c3)OCO4)cc2C1=O,-6,.,-1,57,26,3,-12,60
C[C@H]1CN([C@@H](C)CO)C(=O)c2cc(NC(=O)Nc3ccccc3)ccc2O[C@H]1CN(C)Cc1ccc(C(=O)Nc2ccccc2N)cc1,10,31,-3,0,3,13,9,-2
Cc1cccc([C@@H]2[C@@H]3C(=O)N(C)C(=O)[C@@H]3[C@@H]3C(=O)Nc4ccccc4C(=O)N23)c1,.,-13,1,-4,-1,-1,4,-15
O=[N+]([O-])c1nn(-c2ccc3c(c2)OCCO3)n(O)c1=NC1CCN(Cc2ccccc2)CC1,.,-20,-4,-2,0,9,2,-8
Cc1ccc(OCCSc2nc3ccccc3n2CC(=O)O)cc1C,-2,20,-2,-3,13,-2,-2,14
C[C@@H]1CN([C@H](C)CO)S(=O)(=O)c2ccc(-c3ccncc3)cc2O[C@@H]1CN(C)C(=O)Nc1ccc(F)cc1,-9,.,1,-1,-30,2,1,.
CCCCNC(=O)Nc1cc(C(=O)OC)ccc1C,4,5,0,0,.,5,.,.
CN1c2ccc(-c3cccc(C#N)c3)cc2[C@H]2[C@H](CCN2C(=O)CN2CCOCC2)[C@@H]1CO,-10,-5,1,3,-1,8,-8,-11
CCNC(=O)CC1C(=O)N(C)C(=S)N1NC(=O)c1ccc(Cl)cc1 (configuration not stated),-5,2,-12,0,-11,-4,-7,.
O=C(Nc1ccncc1)c1cc2ccccc2cc1O,.,7,.,.,-76,1,-5,-184
C[C@@H]1CN([C@H](C)CO)C(=O)c2cc(C3=CCCCC3)cnc2O[C@@H]1CN(C)S(C)(=O)=O,-5,31,.,.,-6,.,8,.
CC(=O)OCC(=O)c1c[nH]c2ccccc12,8,4,-1,-1,-11,-70,4,.
CCOc1ccc(N2C(=O)/C(=C/c3cccs3)N(C)C2=S)cc1,.,.,.,.,22,-15,11,17
CCOc1ccc(N(CC(=O)NCCc2ccccc2)C(=O)CCC(=O)Nc2cc(C)ccn2)cc1,1,21,-1,-2,16,0,1,-10
C=CCNC(=O)c1ccc2c(c1)N(CC)C(=O)c1ccccc1S2,-6,5,-2,2,5,-7,7,-7
C/C(=N/NC(=O)CSc1ccccn1)c1ccc([N+](=O)[O-])cc1,3,.,5,0,-15,-2,3,33
O=C(COc1ccc(S(=O)(=O)N2CCCCC2)cc1)NCc1ccncc1,-3,-6,11,6,4,-4,4,.
Cc1cnc(CNC(=O)C2CCC(=O)N(Cc3ccc(Cl)cc3)C2)[nH]1 (configuration not stated),-14,6,-4,-1,1,1,2,-4
C[C@@H]1CN([C@H](C)CO)C(=O)Cc2cc(NC(=O)NC3CCCCC3)ccc2O[C@H]1CN(C)C(=O)Nc1cccc2ccccc12,-5,-3,-4,1,-7,-5,-8,10

Of the compounds above, these have a nitro group on carbon.
canonical_smiles,PGC1a acetyl inh,C2C12 statin,PglD inh,Cneo AK release,LGR2 antag,ARNT TACC3 PPI,INS-1E GSIS act,PAX8 inh HTS
CN(C(=O)COC(=O)c1cc(NS(=O)(=O)c2cc([N+](=O)[O-])ccc2Cl)ccc1O)C1CCCCC1,.,7,.,.,-19,1,-25,27
O=[N+]([O-])c1nn(-c2ccc3c(c2)OCCO3)n(O)c1=NC1CCN(Cc2ccccc2)CC1,.,-20,-4,-2,0,9,2,-8
C/C(=N/NC(=O)CSc1ccccn1)c1ccc([N+](=O)[O-])cc1,3,.,5,0,-15,-2,3,33

Next part.
canonical_smiles,PGC1a acetyl inh,C2C12 statin,PglD inh,Cneo AK release,LGR2 antag,ARNT TACC3 PPI,INS-1E GSIS act,PAX8 inh HTS
CCOC(=O)c1ccc(N(CC(=O)NC2CCCC2)C(=O)CNC(=O)c2ccco2)cc1,15,-15,-1,-2,.,-3,.,.
COc1ccc(S(=O)(=O)Nc2ccc3c(c2)C(=O)N([C@@H](C)CO)C[C@@H](C)[C@H](CN(C)C(=O)CCCN(C)C)OCCCC[C@@H](C)O3)cc1,-4,4,-2,-1,-7,9,16,-22
O=C1C=C(c2cc(Cl)cc(Cl)c2)C[C@@H](c2ccc(F)cc2)C1,6,13,-3,0,15,-16,14,4
CCSc1nnc(NC(=O)c2nn(C(C)C)c(=O)c3ccccc23)s1,1,.,3,0,.,2,.,6
COc1ccc2c3c([nH]c2c1)[C@H](CO)N(Cc1ccncc1)CC31CN(CC2CCOCC2)C1,8,.,.,.,-15,.,18,4
O=C(CN(Cc1ccccc1F)C(=O)c1csnn1)NC1CCCCC1,.,34,-5,-1,-11,-4,-9,-3
CCc1nc2c(OCC(=O)C(C)(C)C)cccn2c1N(C=O)Cc1ccc(OC)cc1,-2,10,2,-1,.,.,.,-4
COc1cccc(OC)c1C(=O)OCC(=O)N1CC(C)CC(C)C1 (configuration not stated),7,5,-2,-1,0,-2,8,-15
C[C@H](CO)N1C[C@H](C)[C@H](CN(C)C(=O)c2cc(Cl)cc(Cl)c2)OCc2ccccc2-c2ccccc2C1=O,-20,.,.,.,14,.,5,1
C=CCOC(=O)C1=C[C@H](c2csc3ccccc23)C[C@H](OCc2ccc(CO)cc2)O1,-2,6,-4,4,9,-5,-34,2
CN(Cc1ccccc1)C(=O)c1[nH]cnc1C(=O)Nc1nccs1,.,1,-2,-2,6,55*,23,5
CCc1nc2c(OCc3ccc(OC(F)F)cc3)cccn2c1N(C)C(=O)c1ccc(OC)cc1,-13,-28,2,0,-15,.,.,5
CCO[C@H]1OC(C(=O)O)=C[C@@H](c2csc3ccccc23)[C@@H]1CCCO,1&-25,15,-2&-2,24&1,3,-8&-1,-4,9&-9
COc1ccc(-c2cnc3c(c2)C(=O)N([C@H](C)CO)C[C@H](C)[C@@H](CN(C)C(=O)C2CCC2)O3)cc1,?,-2,-1,0,-14,-2,-23,.
